Assay outcomes: PubChem BioAssay, The Scripps Research Institute Molecular Screening Center
MITF inh: MITF inhibitors, primary screen, biochemical, AlphaScreen, human. Microphthalmia-associated transcription factor (Homo sapiens), O75030. AlphaScreen MITF homodimerization, bead proximity signal. inhibition, % at 2.6 µM. hit rate 0.91% among 650,000. AID 1259374, 2018; in the data active = inhibition above about 50%;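 also: 0% = vehicle wells with protein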
TEAD-YAP inh: TEAD-YAP interaction inhibition, primary screen, TEAD-YAP interaction inhibitor project, luminescence, HEK-TIYL cells; TEAD-Gal4/YAP UAS-luciferase luminescence; inhibition, % at 9.12 µM; hit rate 1.4% among 640,000; AID 1259422, 2018; in the data active = inhibition above about 32%;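 also: 0% = median of test compound wells and 100% = reference inhibitor wells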
FBW7 act: FBW7 E3 ligase activators, primary screen, biochemical, AlphaScreen, human | F-box/WD repeat-containing protein 7 (Homo sapiens), Q969H0 | AlphaScreen FBW7–phospho-cyclin E peptide binding, activator screen | normalized activity (activation), % at 26.1 µM | hit rate 0.13% among 650,000 | AID 1259310, 2017; in the data active = normalized activity above about 1.9%;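 also: purified mutant Fbw7 with reduced substrate affinity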
Target sequence (Q969H0 whole entry, looked up): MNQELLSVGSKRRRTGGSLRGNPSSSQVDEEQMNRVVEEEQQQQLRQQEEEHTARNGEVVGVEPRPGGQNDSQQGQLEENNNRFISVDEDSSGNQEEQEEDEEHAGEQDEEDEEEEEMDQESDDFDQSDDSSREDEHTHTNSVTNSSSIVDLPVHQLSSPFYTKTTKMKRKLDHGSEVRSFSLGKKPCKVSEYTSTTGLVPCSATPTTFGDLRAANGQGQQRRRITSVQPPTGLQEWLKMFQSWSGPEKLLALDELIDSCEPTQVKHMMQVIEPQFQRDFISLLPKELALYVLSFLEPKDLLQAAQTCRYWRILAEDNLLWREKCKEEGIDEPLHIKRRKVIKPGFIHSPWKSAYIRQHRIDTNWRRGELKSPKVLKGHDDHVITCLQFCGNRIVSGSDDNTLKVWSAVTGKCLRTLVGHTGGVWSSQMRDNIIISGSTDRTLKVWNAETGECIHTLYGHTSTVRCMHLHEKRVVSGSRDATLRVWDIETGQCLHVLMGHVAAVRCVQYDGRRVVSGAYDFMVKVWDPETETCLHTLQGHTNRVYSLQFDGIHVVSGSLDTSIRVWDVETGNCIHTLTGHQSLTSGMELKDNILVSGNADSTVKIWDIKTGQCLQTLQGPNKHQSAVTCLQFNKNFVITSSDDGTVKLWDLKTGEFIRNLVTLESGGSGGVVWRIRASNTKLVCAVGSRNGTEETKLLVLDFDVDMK
GPR151 activ: activators of human GPR151, primary screen, cell-based, PathHunter beta-arrestin, luminescence. G-protein coupled receptor 151 (Homo sapiens), Q8TDV0. PathHunter beta-arrestin GPR151 cells. activation, % at 11.2 µM. hit rate 1% among 650,000. AID 1508602, 2020; in the data active = activation above about 4.9%;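 also: 0% = median of compound wells and 100% = cells with positive control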
* = called active by the depositor; & = joins results of further samples.

The first 2 entries (preview)
Structure | TEAD-YAP inh | MITF inh | FBW7 act | GPR151 activ
CC(NC(=O)COC(=O)c1cc(=O)c2ccccc2o1)c1ccccc1 (stereo not drawn) | 8 | 17 | 0.1 | -1.3
CC1CCN(S(=O)(=O)c2cc(C(=O)Nc3ccc(C(C)C)cc3)ccc2F)CC1 | -10 | -3 | 0.1 | -0.4

The whole of this part, from the start:
Structure | TEAD-YAP inh | MITF inh | FBW7 act | GPR151 activ
CC(NC(=O)COC(=O)c1cc(=O)c2ccccc2o1)c1ccccc1 (stereo not drawn) | 8 | 17 | 0.1 | -1.3
CC1CCN(S(=O)(=O)c2cc(C(=O)Nc3ccc(C(C)C)cc3)ccc2F)CC1 | -10 | -3 | 0.1 | -0.4
COc1cc(NCc2cc(I)c(O)c(OC)c2)cc(OC)c1 | -7 | 7 | 0.5 | -0.8
CCCNC(=O)c1ccc(NC(=O)CC)cc1 | -6 | 8 | 0.5 | -0.5
COCCNc1nc(-c2ccsc2)ccc1C(=O)NCCNC(C)=O | 10 | 0 | 0.5 | 0.2
O=c1c2sccc2nc(SCc2nc3ccccc3[nH]2)n1Cc1ccccc1 | -54 | 14 | 0.4 | -1.3
CCOC(=O)c1cnc2cc(Cl)c(OC)cc2c1NCCc1ccc(OC)c(OC)c1 | 0 | 4 | 0.0 | -0.4
O=C(NCCc1ccc(F)cc1)c1ccc(Br)o1 | -26 | -9 | 0.0 | 1.2
CC1CN(CCOc2cccc3ccccc23)CC(C)O1 (stereo not drawn) | 0 | 58* | -0.1 | -0.8
CCCC(=O)Nc1nnc(-c2ccccc2C)s1 | -22 | -5 | 0.0 | -1.2
CN1C(=O)CC(CC(=O)N2CCCCC2c2cccnc2)(c2ccccc2Cl)C1=O (stereo not drawn) | 2 | -6 | -0.1 | -1.0
COc1ccccc1NC(=O)C1CC12CCN(Cc1c(O)ccc3ccccc13)CC2 (stereo not drawn) | -1 | -8 | -0.1 | 1.9

Compound profiles, from the list above. Order of screens: TEAD-YAP inh	MITF inh	FBW7 act	GPR151 activ
Results for COc1cc(NCc2cc(I)c(O)c(OC)c2)cc(OC)c1 = -7	7	0.5	-0.8
Results for COCCNc1nc(-c2ccsc2)ccc1C(=O)NCCNC(C)=O = 10	0	0.5	0.2

(listing goes on)
Structure | TEAD-YAP inh | MITF inh | FBW7 act | GPR151 activ
O=C(Cn1c(=O)n(Cc2cccs2)c2ncccc21)N1CCCC2CCCCC21 (stereo not drawn) | -10 | 7 | 0.3 | -1.0
O=C1COc2cc(S(=O)(=O)CCC(=O)NC3CCCc4ccccc43)ccc2N1 (stereo not drawn) | 10 | -2 | 0.0 | -0.9
O=C(NCCc1ccc(O)cc1)c1cc(N2CCC(N3CCOCC3)CC2)nc2ccccc12 | 4 | -8 | -0.2 | -1.5
Cc1cc(Br)cc(C)c1NC1=NS(=O)(=O)c2ccccc21 | 2 | -6 | 0.0 | 0.6
O=[N+]([O-])c1ccc(/C=N/Nc2ccc(S(=O)(=O)Nc3ccccc3)cc2[N+](=O)[O-])o1 | 21 | 5 | -0.2 | 0.7
CCc1c(C)nc(-n2nc(C)cc2C)n(CC(=O)Nc2cc(C)cc(C)c2)c1=O | -10 | 2 | -0.1 | -0.9
CC1CC(Nc2ccccc2)c2ccccc2N1C(=O)c1ccccc1[N+](=O)[O-] (stereo not drawn) | 3 | 9 | -0.1 | 4.4
NC(=O)C1CCN(C(=O)c2ccc(Cn3c(=S)[nH]c4ccc(Br)cc4c3=O)cc2)CC1 | 2 | 13 | 0.0 | -1.6
CC1=C(C(N)=O)C(c2ccc3c(c2)OCO3)n2ncnc2N1 (stereo not drawn) | 2 | 9 | -0.2 | -0.4
CCN(CC)c1ccc(/C=N/NS(=O)(=O)c2ccccc2)cc1 | 5 | 11 | -0.1 | 3.7
CCCNC(=O)c1ccccc1NC(=O)Nc1ccccc1C | -7 | 7 | -0.2 | -1.6
CC(NC(=O)c1cc([N+](=O)[O-])cc([N+](=O)[O-])c1)C(F)(F)F (stereo not drawn) | -1 | 5 | -0.1 | -0.4
CCC(C)Oc1c(Br)cc(/C=C2/NC(=O)NC2=O)cc1OC (stereo not drawn) | -11 | 11 | 0.0 | -1.7
CN1CCN(C(=O)c2cc3c(s2)-c2ccccc2SC3)CC1 | -18 | 6 | 0.1 | -2.2
Cn1c(=O)c2c(nc(N3CCCC3)n2Cc2ccccc2)n(C)c1=O | -5 | -15 | 0.0 | -0.2
Cc1ccc(S(=O)(=O)N(CC(=O)NN)c2ccccc2)cc1 | 7 | 13 | -0.1 | 1.5
CC(=O)Nc1ccc2c(c1)C(=O)Nc1ccccc1O2 | 9 | 10 | -0.1 | -0.3
CCOc1ccc(N2C(=O)CC(SCCC(=O)Nc3cccc(OC)c3)C2=O)cc1 (stereo not drawn) | 9 | 17 | 0.6 | -0.6
COc1cccc2c1OC(c1ccc(SC)cc1)N1N=C(c3cccnc3)CC21 (stereo not drawn) | -55 | -1 | -0.2 | 0.6
O=C(COc1cc2oc(=O)c3c(c2cc1Cl)CCC3)NCc1ccco1 | 10 | -13 | -0.2 | -0.9
Fc1ccccc1C1CCN(c2nncc(-c3ccc4c(c3)OCO4)n2)C1 (stereo not drawn) | 2 | 16 | 0.3 | -0.7
CCN(CC)C(=O)/C(=C/c1ccc2c(c1)OCO2)NC(=O)c1ccccc1Br | 2 | 3 | -0.3 | -0.1
CCCCCCSc1nc2sc3c(c2c(=O)n1CCCC)CCC3 | 2 | -2 | -0.1 | -0.3
CCc1nc(SCC(=O)Nc2ccc(N(C)C)cc2)n[nH]1 | 17 | 9 | 0.2 | -0.5
COc1ccc(CCN(Cc2ccccn2)C(=S)Nc2ccc(C)cc2)cc1OC | 4 | 0 | 0.0 | 1.0
CC1=C(C(=O)Nc2ccc(C)cc2)C(c2cccs2)NC(=S)N1 (stereo not drawn) | -2 | -2 | -0.2 | 1.3
COc1cccc(-c2cncc(-c3cccc(O)c3)n2)c1 | -17 | 15 | 0.1 | 0.7
CCCCCCNc1nc(Cl)nc(Cl)n1 | 4 | 0 | -0.1 | -1.0
CCC(=O)Nc1ccccc1C(=O)OCC(=O)c1ccc(Br)cc1 | -14 | -20 | -0.2 | -0.1
O=C1N/C(=C/c2cccc(C(F)(F)F)c2)C(=O)N1Cc1ccc(F)cc1 | 13 | 7 | 0.0 | 0.8
COc1ccc(NC(=O)c2oc3ccc(S(=O)(=O)N4CCCC4)cc3c2C)cc1Cl | -7 | 4 | 0.2 | 0.6
COc1ccc(C(=O)c2oc3ccc(NC(=O)c4ccccn4)cc3c2C)cc1 | -5 | 0 | -0.1 | 1.3
Cc1cc(C)c(NC(=O)Cn2cnc3c(cnn3C)c2=O)c(C)c1 | -7 | -1 | 0.0 | 1.9
COc1ccc(C2CC(c3ccc(Br)cc3)=NN2C(=O)CCN2CCCC2)cc1 (stereo not drawn) | 12 | -3 | -0.1 | 0.8
Cn1cc(SCC(=O)N2CCCCC2)c2ccccc21 | -2 | 7 | 0.0 | 1.3
O=C(O)CNC(=S)NCc1ccccc1 | -9 | -14 | 0.0 | -0.3
COc1ccc(C(=O)NCc2n[nH]c(=S)n2-c2ccc(Cl)c(Cl)c2)cc1OC | -8 | 3 | -0.1 | -0.2
CC1CC(C)CN(S(=O)(=O)c2ccc(C(=O)Nc3ccccc3F)cc2)C1 (stereo not drawn) | 4 | 4 | 0.1 | -0.6
C=CCc1cc(/C=C/c2nc(O)c([N+](=O)[O-])c(=O)[nH]2)cc(OC)c1O | -7 | 0 | 0.2 | 0.0
C=CCOc1ccc2c(c1)OC1(OC(C)=O)OC(C)CC1=C2C (stereo not drawn) | -26 | -246 | -0.6 | 0.1
CC(=O)N1CCC(N(C(=O)Nc2ccc(C)c(Cl)c2)C(C)C)CC1 | 5 | -1 | -0.2 | 1.2
O=C(COC(=O)Cn1c2ccccc2c(=O)c2ccccc21)NC1CCCCC1 | -19 | -2 | 0.3 | -0.2
C/C(CC(=O)Nc1ccc2c(c1)OCO2)=N\NC(=O)c1cccc(C)c1O | -7 | 11 | 0.8 | 0.1
Cc1cc(O)c(NC(=O)c2sc3ccccc3c2Cl)cc1C | -14 | 6 | -0.1 | 2.5
CCOc1ccc(NC(=O)CSc2nc3[nH]ncc3c(=O)n2-c2cccc(Cl)c2)cc1 | 30 | -6 | 0.1 | -0.2
CCC(CC)c1nnc(NC(=O)CCCN2C(=O)c3ccccc3C2=O)s1 | -2 | 2 | -0.1 | 1.2
CC(C)(C)CN1CCc2nnc(CNC(=O)c3cccc(F)c3)n2CC1 | 9 | 5 | -0.2 | 0.8
COC(=O)c1ccc(C(=O)Nc2nc3ccc(C(=O)Nc4ccccc4)cc3s2)cc1 | 1 | 6 | -0.1 | 2.1

6 entries from above in another layout.
Sequence of screens: TEAD-YAP inh, MITF inh, FBW7 act, GPR151 activ
CC1CC(C)CN(S(=O)(=O)c2ccc(C(=O)Nc3ccccc3F)cc2)C1 (stereo not drawn)
 : 4, 4, 0.1, -0.6
C=CCc1cc(/C=C/c2nc(O)c([N+](=O)[O-])c(=O)[nH]2)cc(OC)c1O
 : -7, 0, 0.2, 0.0
C=CCOc1ccc2c(c1)OC1(OC(C)=O)OC(C)CC1=C2C (stereo not drawn)
 : -26, -246, -0.6, 0.1
CC(=O)N1CCC(N(C(=O)Nc2ccc(C)c(Cl)c2)C(C)C)CC1
 : 5, -1, -0.2, 1.2
O=C(COC(=O)Cn1c2ccccc2c(=O)c2ccccc21)NC1CCCCC1
 : -19, -2, 0.3, -0.2
C/C(CC(=O)Nc1ccc2c(c1)OCO2)=N\NC(=O)c1cccc(C)c1O
 : -7, 11, 0.8, 0.1

Later entries.
Structure | TEAD-YAP inh | MITF inh | FBW7 act | GPR151 activ
COc1ccc(/C(N)=N/OC(=O)c2ccc(C)cc2C)cc1OC | -36 | -9 | 0.2 | 2.1
CCOC(=O)c1ccc(N2CCN(Cc3ccc4c(c3)OCO4)CC2)c(NC(=O)Nc2ccc(Cl)cc2)c1 | -48 | -4 | 0.2 | 1.4
NC1=NC(=O)C(CC(=O)Nc2ccc(Cl)c(Cl)c2)S1 (stereo not drawn) | 5 | -2 | 0.2 | 2.1
CCOc1nc(-c2ccccc2)c2cc(C)ccc2n1 | 3 | -9 | 0.1 | -0.7
CN(CC(=O)Nc1cccc(F)c1)S(=O)(=O)c1ccc2nc(-c3ccccc3)[nH]c2c1 | 1 | 3 | 0.0 | 3.8
COc1ccc(S(=O)(=O)n2c(SCC(=O)NCCc3ccccc3)nc3ccccc32)cc1 | 5 | -2 | 0.0 | 0.0
CCc1ccc(NC(=O)C23CCC(C)(C(=O)C2)C3(C)C)cc1 (stereo not drawn) | -11 | 11 | 0.2 | 0.7
CCN(CC1CCCO1)C(=O)Cn1cc(NC(=O)c2ccccn2)cn1 (stereo not drawn) | 4 | 10 | -0.1 | 0.7
C/C(=N\N=C1\NC(=O)C(CC(=O)Nc2cccc(C)c2C)S1)C(C)(C)C (stereo not drawn) | 4 | 11 | 0.0 | 1.9
CCOC(=O)C1=C(C)NC(=S)NC1c1cccc(O)c1 (stereo not drawn) | 13 | 4&-14 | 0.4&-0.1 | -0.3&-0.4
COc1cccc2c(Nc3ccccc3O)cc(C)nc12 | -9 | -3 | -0.1 | 3.3
C=CCn1c(SCC(=O)c2cc(C)n(-c3ccc(C)cc3)c2C)nc2sc(C)c(C)c2c1=O | -1 | -6 | -0.2 | -1.0
COc1ccc(OC)c(/C=c2/sc3nc(=O)c(-c4ccccc4)nn3c2=O)c1 | 1 | 10 | -0.1 | -1.2
CCOc1ccc(N2C(=O)CC(Sc3ncccc3C(=O)O)C2=O)c([N+](=O)[O-])c1 (stereo not drawn) | -5 | -5 | 0.0 | -1.2
COc1cc(-c2nc3sc4c(c3c(=O)[nH]2)CCCC4)ccc1OC(=O)c1ccc(F)cc1 | 3 | 75* | 0.2 | 0.3
CC(C)C(OC(=O)c1ccc2c(=O)n3c(nc2c1)CCCCC3)C(=O)NC(N)=O (stereo not drawn) | -2 | 9 | 0.2 | 0.0
CC1CCc2c(sc(NC(=O)C3CC=CCC3C(=O)O)c2C(N)=O)C1 (stereo not drawn) | 3 | 16 | -0.1 | -1.2
O=C(NCc1cccc(Cl)c1)c1ccc2c(=O)n(-c3cc(C(F)(F)F)ccc3Cl)c(=S)[nH]c2c1 | -4 | -2 | 0.1 | -1.4
CC(C)NC(=O)c1ccc(Cl)cc1Cl | -6 | 2 | 0.0 | -1.2
COc1ccc(OC)c(Nc2nc(C)c(C(C)=O)s2)c1 | 3 | 12 | 0.2 | -0.4
